Assay outcomes from PubChem BioAssay.
MC4R barr agon – human MC4R agonism via beta-arrestin | P32245 | U2OS MC4R beta-arrestin complementation, luminescence; percent of melanotan II response, DMSO zero | activation, % at 8.9 µM | 360,000 tested, 0.98% active | AID 540308;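 active = activation above a per-plate cutoff, the mean activation of sample wells on that plate plus 3 SD, cut at about 8% in these data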
NCOA3 inh – inhibitors of human steroid receptor coactivator 3 (SRC3); 360,000 tested, 0.17% active; inhibition, % at 3.6 µM; HEK293 GAL4-SRC3 luciferase reporter, luminescence; Q9Y6Q9;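 active = inhibition above a per-campaign cutoff, the mean of all compounds plus 3 SD, cut at about 60% in these data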;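 note: 0% = DMSO-treated cells and 100% = gossypol-treated cells at 36 µM; higher means less SRC3-driven luciferase light from the GAL4 reporter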
SRC2 inh – inhibits human steroid receptor coactivator 2; inhibition, % at 9 µM; HEK293 GAL4-SRC2 luciferase reporter, luminescence; 370,000 tested, 0.17% active; AID 651957; Q15596;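 active = inhibition above the mean inhibition of all tested compounds plus 3 SD, set per campaign, cut at about 52% in these data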;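 note: 0% = DMSO treated cells and 100% = cells given Gossypol at 36 µM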
MC4R antag cAMP – human MC4R antagonism in cAMP assay | inhibition, % at 6.5 µM | AID 540295 | 360,000 tested, 0.48% active | MC4R-expressing cells, MTII-stimulated cAMP, LANCE TR-FRET;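 active = inhibition above its plate's cutoff, the mean of tested wells on that plate plus 3 SD, cut at about 29% in these data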;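 note: 0% = Melanotan II alone and 100% = Melanotan II plus saturating MCL0020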
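material = U2OS cells stably expressing human melanocortin 4 receptor (MC4R) | also added = Melanotan II challenge | dosing = single nominal compound dose of 6.5 µM | detection = TR-FRET with Eu-cAMP and labeled anti-cAMP, 671 nm | replication = singlicate | timing = compound 30 min, challenge 1 h, detection 1 h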
NR5A2 inv ag – suppresses constitutive activity of human LRH-1; O00482; HEK293T StAR-luciferase reporter, LRH-1 transfected, 24 h; inhibition, % at 3.6 µM; 360,000 tested, 0.13% active;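 active = inhibition above the mean inhibition of all tested compounds plus 3 SD, cut at about 73% in these data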;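 note: 0% = DMSO wells and 100% = reporter-only cells lacking LRH-1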
NCOA1 inh – inhibitors of human steroid receptor coactivator 1 (SRC1); HEK293 GAL4-SRC1 luciferase reporter, luminescence; inhibition, % at 3.6 µM; 360,000 tested, 0.12% active;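 active = inhibition above the campaign mean plus 3 SD, with each screening campaign given its own cutoff, cut at about 60% in these data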;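 note: 0% = DMSO treated cells and 100% = gossypol at 36 µM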
ABHD5 PLIN5 PPI – ABHD5-PLIN5 protein interaction inhibition; Split G. princeps luciferase complementation, luminescence, 4 h; inhibition, % at 4 µM; 360,000 tested, 0.78% active; AID 602281;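 active = inhibition above the mean inhibition across every tested compound plus 3 SD, cut at about 22% in these data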;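 note: 0% = DMSO only wells and the 100% control is not disclosed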
EBV LMP1 NFkB – Epstein-Barr LMP1 NF-kappaB reporter inhibition; LMP1-induced NF-kappaB luciferase reporter cells, luminescence; inhibition, % at 12.5 µM; 350,000 tested, 0.69% active; in the data active = inhibition above about 41%;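 note: 0% = neutral control wells and 100% = reference inhibitor control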
COUP-TFII inh – NR2F2 (human) inhibition, primary screen; P24468; HEK293T NGFI-A luciferase reporter, luminescence; inhibition, % at 8.6 µM; 370,000 tested, 0.7% active; AID 686940;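 active = inhibition above a per-plate cutoff, mean inhibition of test wells between control levels plus 3 SD, cut at about 38% in these data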;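 note: cells cotransfected with COUP-TFII expression vector driving the NGFI-A reporter; 0% = median of COUP-TF2 test wells and 100% = reporter-only cells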
TLR9-MyD88 block – TLR9-MyD88 interaction inhibition | Q9NR96+Q99836 | CHO BLA complementation TLR9-MyD88, CCF4 FRET ratio | 340,000 tested, 0.21% active | inhibition, % at 4.98 µM | AID 504734;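 active = inhibition above the mean over all tested compounds plus 3 SD, cut at about 21% in these data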;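 note: 0% = DMSO only wells and 100% = clavulanate BLA inhibitor control wells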
NOD2-RIPK2 inh – inhibitors of human NOD2-RIPK2 interaction. 360,000 tested, 0.38% active. inhibition, % at 4.98 µM. CHO BLA complementation NOD2-RIPK2, CCF4 ratio; in the data active = inhibition above about 21%;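 note: 0% = vehicle only and 100% = reference blocker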
Numbers without * were called inactive; · = no result given.

MC4R antag cAMP	EBV LMP1 NFkB	ABHD5 PLIN5 PPI	NOD2-RIPK2 inh	NCOA3 inh	TLR9-MyD88 block	SRC2 inh	MC4R barr agon	NR5A2 inv ag	NCOA1 inh	COUP-TFII inh	structure
6.2	-5.1	5.8	-9.7	9.8	0.3	-8.7	-0.5	2.3	0.8	15.0	O=C(CCC(=O)c1ccccc1)Nc1ccc(C(=O)O)cc1
9.9	-4.5	-0.2	0.2	3.2	-8.5	2.6	-1.1	9.8	5.3	-3.8	O=C(CN1CCN(S(=O)(=O)c2ccc(F)cc2)CC1)NC1CC1
-5.7	-9.6	7.9	-8.6	-17.8	8.2	11.0	1.6	0.3	11.5	-14.5	CCOc1ccc(NC(=O)c2cc(S(=O)(=O)N3CCOCC3)cn2C)cc1
4.2	-15.6	-5.3	-11.1	-2.8	5.0	-34.9	-0.8	-8.2	6.8	9.0	COc1ccc(NC(=O)CN(C)C(=O)c2ccccc2CCc2ccccc2)cc1
-5.5	9.2	1.2	-23.2	12.4	-5.1	6.4	-3.0	-28.2	4.3	-8.6	Cc1ccc(NC(=O)c2cccc(OCc3c(C)noc3C)c2)cc1S(=O)(=O)Nc1ccccc1Cl
0.2	-21.2	0.0	2.7	-163.3	9.8	-43.0	1.0	-145.4	-97.6	-51.5	COC(=O)c1cccc(NC(=O)c2cc3ccccc3o2)c1
-1.2	-0.8	0.6	-5.7	6.2	4.7	15.7	0.9	4.7	-17.2	-11.5	Cc1cccc(S(=O)(=O)NCCc2cn3ccccc3n2)c1
-6.9	-4.9	-3.4	0.1	-1.7	1.1	-22.8	-0.3	4.4	-19.8	-0.8	COc1ccc(OC)c(-n2c(C)nc3cc(C(=O)O)ccc32)c1
11.7	-7.7	30.1*	-2.6	-19.2	11.5	-12.1	-0.9	-18.0	-21.3	-8.8	CC(C)(C)NC(=O)C(c1ccncc1)N(Cc1ccco1)C(=O)c1ccc(-c2ccccc2)[nH]1 (configuration not stated)
0.0	0.8	5.9	2.0	-3.4	1.2	-28.5	-0.1	-27.4	-21.2	-4.8	COc1ccc(C(=O)c2cnc(C(C)C)n2C)cc1
-5.4	5.0	10.8	-58.5	-19.4	-76.6	-61.5	1.2	-20.6	-35.9	-9.6	O=C(NCc1ccco1)c1cc2ccc(O)cc2oc1=O
-5.3	3.2	8.8	-8.1	12.8	0.6	2.0	-0.8	5.8	11.1	24.1	Cc1ccc(S(=O)(=O)N2CCN(C(=O)CSc3ncn[nH]3)CC2)c(C)c1
-5.4	8.5	-2.1	8.7	2.8	-4.2	-13.2	-1.0	-1.0	-11.8	-2.1	CCOC(=O)C1=C(Nc2ccccc2)CSC1
1.6	-1.9	5.7	0.3	13.5	9.3	-8.0	0.5	-8.4	0.9	4.0	NC(=O)CC(NC(=O)c1ccccc1)c1ccc(NC2CCCCC2)c([N+](=O)[O-])c1 (configuration not stated)
4.2	-13.4	-2.5	-2.5	-8.2	5.8	-25.1	11.1*	13.9	-55.0	-1.9	COc1ccccc1N/C=C(\C#N)c1nc2ccccc2[nH]1
-1.9	-19.8	-1.5	-2.8	-139.2	-4.3	-99.2	2.3	-175.6	-108.7	-54.1	O=C(Nc1ccc(N2CCCCC2)cc1)c1ccc(F)cc1
-1.0	2.9	1.9	2.7	13.8	-3.7	-6.0	0.9	8.3	-2.9	-1.2	CCc1nc2ccc(C(=O)N3CCN(CC)CC3)cc2nc1CC
11.4	-4.3	-1.4	-1.1	1.4	3.0	-16.1	1.5	-16.4	1.8	-18.7	CC1CCCC(NC(=O)CC2Nc3ccccc3NC2=O)C1C (configuration not stated)
8.0	4.6	-3.9	6.9	-1.1	11.1	-13.8	-0.2	-10.4	3.6	-13.6	O=C(NCC1COc2ccccc2O1)c1cccc(S(=O)(=O)NCc2ccccc2)c1 (configuration not stated)
9.0	5.4	-1.0	7.8	1.6	-3.5	16.4	-0.3	9.1	5.4	-7.8	COc1cccc(-c2ccc3c(c2)C2CC3CCN2C(C)=O)c1 (configuration not stated)
-0.4	·	-3.2	-0.6	-10.2	·	12.8	0.5	-0.4	6.8	-1.5	CC1(C(=O)NS(=O)(=O)c2cccc(OC(F)F)c2)CCN1C(=O)c1ccccc1CCc1ccccc1 (configuration not stated)
16.9	56.2*	-10.0	7.8	89.8*	-1.2	79.3*	-0.3	78.9*	88.5*	101.0*	Cc1cc(/C=c2/sc3nc4ccccc4n3c2=O)c(C)n1-c1ccccn1
·	·	-3.1	-0.2	·	·	-0.9	·	18.1	·	16.1	COC(=O)[C@]12CCCCC=C1N(Cc1ccc(Cl)cc1Cl)C(=O)[C@H](CC(=O)N1CCN(C(=O)c3ccco3)CC1)C2
2.4	-44.3	-0.8	-3.4	-75.9	1.9	-34.8	-2.4	-29.5	-57.5	-26.2	Clc1ccc2oc(-c3ccccc3)nc2c1
1.8	4.6	7.2	-0.2	14.2	-6.9	-8.4	-5.0	7.1	5.1	22.8	COc1cc2ccccc2cc1C(=O)N1CCCC1
7.7	-0.9	-5.0	-4.0	-4.0	3.8	4.5	-0.5	1.9	6.4	-1.2	CC1(C)CC(=O)c2cnc3nc4ccccc4n3c2C1
3.4	-19.9	-8.8	-1.9	-2.7	4.1	-18.3	-1.6	-6.8	3.2	-13.2	O=c1cc(O)n(-c2ccc(F)cc2)c(=S)[nH]1
4.6	-4.0	3.1	-17.1	9.9	-12.3	-17.6	0.1	14.1	-13.8	5.0	O=C(Cn1cc([N+](=O)[O-])cn1)N1CCc2ccccc21
-3.1	-4.9	-8.4	-7.3	10.8	3.5	3.0	-1.7	12.2	-24.2	5.6	CC(NC(=O)CN1C(=O)NC2(CCc3ccccc32)C1=O)c1ccc2c(c1)OCCO2 (configuration not stated)
-6.8	·	-1.2	-9.0	-4.9	·	5.1	14.3*	-23.9	-35.4	4.8	CCOC(=O)Cc1ccc(Nc2nc3cc(-c4sccc4C)sc3c(=O)n2C)cc1

NCOA1 inh, entries above that show a hit.
MC4R antag cAMP	EBV LMP1 NFkB	ABHD5 PLIN5 PPI	NOD2-RIPK2 inh	NCOA3 inh	TLR9-MyD88 block	SRC2 inh	MC4R barr agon	NR5A2 inv ag	NCOA1 inh	COUP-TFII inh	structure
16.9	56.2*	-10.0	7.8	89.8*	-1.2	79.3*	-0.3	78.9*	88.5*	101.0*	Cc1cc(/C=c2/sc3nc4ccccc4n3c2=O)c(C)n1-c1ccccn1

The listing picks up; the 2 compounds before the break are reprinted first.
MC4R antag cAMP	EBV LMP1 NFkB	ABHD5 PLIN5 PPI	NOD2-RIPK2 inh	NCOA3 inh	TLR9-MyD88 block	SRC2 inh	MC4R barr agon	NR5A2 inv ag	NCOA1 inh	COUP-TFII inh	structure
-3.1	-4.9	-8.4	-7.3	10.8	3.5	3.0	-1.7	12.2	-24.2	5.6	CC(NC(=O)CN1C(=O)NC2(CCc3ccccc32)C1=O)c1ccc2c(c1)OCCO2 (configuration not stated)
-6.8	·	-1.2	-9.0	-4.9	·	5.1	14.3*	-23.9	-35.4	4.8	CCOC(=O)Cc1ccc(Nc2nc3cc(-c4sccc4C)sc3c(=O)n2C)cc1
-3.8	-1.3	0.5	8.5	-34.5	-9.8	-10.3	-2.0	19.2	0.9	10.2	O=C(NC1CCS(=O)(=O)C1)N1CCCCC1 (configuration not stated)
9.2	8.9	-4.2	-1.3	6.3	1.1	5.0	7.2	10.1	-10.1	7.3	COc1nc(-c2cccs2)cc(-c2ccc(C)cc2)c1C#N
13.6	18.4	-2.1	6.3	14.2	-7.7	1.1	-2.2	13.9	3.4	23.9	O=C(Nc1ccc(F)cc1)N1CCN(c2nc3ccccc3s2)CC1
9.5	2.0	-0.5	1.4	-5.9	-1.8	-9.5	-1.0	-1.7	-3.8	1.1	NC(=O)c1ccc(NC(=O)Cc2ccc(S(=O)(=O)N3CCCCC3)cc2)cc1
-2.9	9.4	-3.2	-14.7	33.2	-10.8	12.4	-1.3	5.3	1.2	17.4	COC(=O)c1cc(S(=O)(=O)NCCc2ccc(Cl)cc2)c[nH]1
-1.4	-7.1	0.0	10.6	-9.0	-3.2	-30.6	1.9	10.6	-12.2	4.9	Cc1ccc(NC(=O)CN(C)C(=O)c2cccc(S(=O)(=O)NCc3cccs3)c2)cc1
14.2	-5.6	-1.1	-12.0	15.1	-2.6	-12.6	0.5	4.8	13.5	-9.6	CC1CCCCC12NC(=O)N(CC(=O)NCc1ccc3c(c1)OCO3)C2=O (configuration not stated)
12.2	-8.7	10.3	-5.8	-2.1	2.5	-5.3	-1.1	-3.5	-7.2	21.5	CC(C)c1ccc(N(CC(=O)NCc2cccnc2)S(=O)(=O)c2ccccc2)cc1
0.0	-16.9	-1.7	-4.5	7.5	1.3	13.4	-2.8	-21.8	-0.3	7.2	CC(=O)N/C(=C\c1ccccc1)C(=O)NCc1ccc2c(c1)OCO2
12.1	5.8	3.2	1.4	23.6	4.4	-23.9	0.9	-0.2	-6.3	14.9	Cc1cc(C)c(NC(=O)CNC(=O)Cc2sc(C)nc2-c2ccc(F)cc2)c(C)c1
0.4	·	-8.2	1.0	2.4	·	4.4	2.9	11.2	-13.0	14.5	CN(C)c1ccc(-c2ccnc3c2CC(C)(C(=O)Nc2ccc(F)c(Cl)c2)O3)cc1 (configuration not stated)
0.5	-1.0	0.1	2.2	5.4	9.5	1.0	-0.8	6.9	-10.1	16.6	Cc1cccc(NC(=O)N2CCC(NC(=O)c3ccccc3C)CC2)c1
-3.2	22.2	4.2	-5.5	10.0	-4.8	-8.8	-0.5	14.4	-26.5	7.7	CCN1C(=O)C2(C(C#N)=C(N)Oc3n[nH]c(C(C)C)c32)c2ccccc21 (configuration not stated)

This is a subset, so the mix of outcomes need not match the whole.
